Mtb BioA inh: M. tuberculosis BioA enzyme inhibitors, primary screen, biochemical, plate reader, single point, HTS; purified M. tuberculosis BioA enzyme; actives 0.096% (n = 360,000); inhibition, % at 9.99 µM; 7,8-diaminopelargonic acid synthase BioA (Mycobacterium tuberculosis); in the data active means inhibition above about 40%
Numbers without * were called inactive. Some of the compounds tested; count on the stated rates, not on these rows.

SMILES	Mtb BioA inh
CCC(=O)N1C[C@H](C)[C@@H](OC)CN(C)C(=O)c2ccc(NC(=O)C3CCOCC3)cc2OC[C@H]1C	-0.1
C[C@H]1CCCCO[C@H](CN(C)S(=O)(=O)c2ccc(Cl)cc2)[C@@H](C)CN([C@@H](C)CO)C(=O)c2cc(NC(=O)Cc3ccccc3)ccc2O1	-1.3
O=C(c1ccc(F)cc1)N1CC[C@@H]2[C@H](CO)Nc3ccc(C#Cc4ccccc4F)cc3[C@@H]21	3.6
C[C@@H]1CCCCO[C@H](CN(C)C(=O)Nc2ccccc2)[C@@H](C)CN([C@H](C)CO)C(=O)c2cc(NC(=O)Nc3cccc4ccccc34)ccc2O1	0.2
COc1ccccc1CNC(=O)C[C@@H]1CC[C@H]2[C@@H](COC[C@@H](O)CN2Cc2ccc3c(c2)OCO3)O1	0.0
O=C(Nc1ccc(F)cc1)N[C@H]1CC[C@H](CCNS(=O)(=O)c2ccccc2F)O[C@@H]1CO	-0.3
CCCNC(=O)N1[C@H](CO)[C@H](c2ccc(C3=CCCC3)cc2)[C@@H]1CNC(=O)CC	-3.5
O=C(C[C@H]1C[C@H]2c3cc(NC(=O)Cc4ccncc4)ccc3O[C@H]2[C@@H](CO)O1)NCc1ccc2c(c1)OCO2	-0.6
CCCNC(=O)C[C@@H]1CC[C@@H]2[C@H](COC[C@@H](O)CN2C(=O)C2CCOCC2)O1	-3.0
COCC(=O)Nc1ccc2c(c1)[C@H]1C[C@@H](CC(=O)NCc3ccc(-c4ccccc4)cc3)O[C@H](CO)[C@H]1O2	-1.7
Cn1cnc(CCNC(=O)C[C@@H]2CC[C@@H]3[C@H](COC[C@@H](O)CN3C(=O)C3CCCC3)O2)c1	-0.2
O=C(C[C@H]1C[C@@H]2c3cc(NC(=O)C4CCOCC4)ccc3O[C@@H]2[C@@H](CO)O1)NCc1cccc(F)c1	0.5
CC(=O)N(C)C[C@H]1OCc2ccccc2-c2ccccc2C(=O)N([C@@H](C)CO)C[C@H]1C	-0.8
CO[C@H]1CN(C)C(=O)c2ccc(NC(C)=O)cc2OC[C@@H](C)N(C(=O)Cc2cccnc2)C[C@H]1C	23
C[C@@H]1CN([C@H](C)CO)C(=O)c2cc(C#CCN(C)C)cnc2O[C@@H]1CN(C)Cc1ccc(C(=O)O)cc1	-6.5
C[C@H](O)C#Cc1cnc2c(c1)C(=O)N([C@@H](C)CO)C[C@@H](C)[C@H](CN(C)C(=O)Cc1ccccn1)O2	-2.8
O=C(C[C@H]1C=C[C@@H](NC(=O)C2CCC2)[C@H](CO)O1)NC1CCCCC1	-0.5
C[C@@H]1CN([C@@H](C)CO)C(=O)Cc2cc(NS(C)(=O)=O)ccc2O[C@H]1CN(C)S(=O)(=O)c1ccccc1	1.7
COc1ccc(NC(=O)N[C@@H]2CC[C@H](CCn3cc(-c4ccc(F)cc4)nn3)O[C@H]2CO)cc1	-3.6
CCC(=O)N(C)C[C@@H]1[C@@H](c2ccccc2)[C@H](CO)N1Cc1cccnc1	0.3

Given with each value named: 4 of the compounds above
> O=C(C[C@H]1C[C@@H]2c3cc(NC(=O)C4CCOCC4)ccc3O[C@@H]2[C@@H](CO)O1)NCc1cccc(F)c1
  Mtb BioA inh: 0.5

> O=C(C[C@H]1C=C[C@@H](NC(=O)C2CCC2)[C@H](CO)O1)NC1CCCCC1
  Mtb BioA inh: -0.5

> C[C@@H]1CN([C@H](C)CO)C(=O)c2cc(C#CCN(C)C)cnc2O[C@@H]1CN(C)Cc1ccc(C(=O)O)cc1
  Mtb BioA inh: -6.5

> CO[C@H]1CN(C)C(=O)c2ccc(NC(C)=O)cc2OC[C@@H](C)N(C(=O)Cc2cccnc2)C[C@H]1C
  Mtb BioA inh: 23

(next part)
SMILES	Mtb BioA inh
C[C@@H]1CN([C@H](C)CO)S(=O)(=O)c2ccc(-c3cncnc3)cc2O[C@@H]1CN(C)C(=O)CN(C)C	-0.2
COc1ccc(-c2cn(CC[C@@H]3CC[C@@H](NC(=O)Cc4ccccn4)[C@@H](CO)O3)nn2)cc1	-2.9
CNC(=O)C[C@H]1CC[C@H]2[C@H](COc3ccc(NC(=O)NCc4ccccc4)cc3C(=O)N2C)O1	-1.8
Cc1noc(C)c1NC(=O)Nc1ccc2c(c1)C(=O)N([C@@H](C)CO)C[C@@H](C)[C@H](CN(C)C(=O)Nc1ccc(F)cc1)O2	5.6
C/C=C/c1ccc([C@H]2[C@@H](CO)N3CCCCN(C(=O)Nc4ccc(F)cc4)C[C@@H]23)cc1	-2.1
C[C@@H]1CCCCO[C@H](CN(C)S(C)(=O)=O)[C@H](C)CN([C@@H](C)CO)C(=O)c2cc(NS(=O)(=O)c3ccccc3)ccc2O1	-1.0
COCC#Cc1ccc2c(c1)O[C@@H](CN(C)Cc1cccnc1)[C@@H](C)CN([C@@H](C)CO)S2(=O)=O	12
CO[C@H]1CN(C)C(=O)c2cc(NS(=O)(=O)c3ccc(F)cc3)ccc2OC[C@H](C)NC[C@H]1C	-1.4
COC(=O)C[C@H]1CC[C@@H]2[C@H](COc3ccc(NC(=O)Nc4ccc(Cl)cc4)cc3C(=O)N2C)O1	1.1
CO[C@H]1CN(C)C(=O)c2ccc(NC(C)=O)cc2OC[C@@H](C)N(C(=O)Cc2cccnc2)C[C@@H]1C	6.5
COCC(=O)Nc1ccc2c(c1)C(=O)N(C)C[C@@H](OC)[C@@H](C)CN(CC1CCCCC1)[C@H](C)CO2	12
CNC(=O)C[C@@H]1CC[C@H]2[C@H](COc3ccc(NC(=O)c4cc(F)cc(F)c4)cc3C(=O)N2C)O1	0.6
COc1ccccc1-c1ccc([C@H]2[C@@H](CO)N3CCCCN(C(=O)NC4CCCC4)C[C@@H]23)cc1	3.3
C[C@@H]1CCCCO[C@@H](CN(C)C(=O)Nc2cccc3ccccc23)[C@@H](C)CN([C@H](C)CO)C(=O)c2cc(NC(=O)c3ccccc3)ccc2O1	2.3
CCCC#Cc1cnc2c(c1)C(=O)N([C@@H](C)CO)C[C@H](C)[C@H](CN(C)Cc1ccc3c(c1)OCO3)O2	3.5
C[C@@H]1CCCCO[C@H](CN(C)S(C)(=O)=O)[C@@H](C)CN([C@@H](C)CO)C(=O)c2cc(NC(=O)c3ccncc3)ccc2O1	-0.6
C[C@@H]1CN([C@H](C)CO)S(=O)(=O)c2ccc(C#Cc3cccnc3)cc2O[C@@H]1CN(C)C(=O)C1CC1	5.4
COCC#Cc1cnc2c(c1)C(=O)N([C@H](C)CO)C[C@@H](C)[C@@H](CN(C)C(=O)c1cccnc1)O2	-1.3
CCCNC(=O)C[C@H]1CC[C@H]2[C@@H](COC[C@@H](O)CN2C(=O)Nc2ccc3c(c2)OCO3)O1	0.8
C[C@H]1CN([C@@H](C)CO)C(=O)c2cc(NC(=O)Nc3cccc4ccccc34)ccc2O[C@H]1CN(C)C(=O)Nc1ccc(C(F)(F)F)cc1	-1.7
C[C@@H]1CN([C@H](C)CO)C(=O)c2cc(C#C[C@@H](C)O)cnc2O[C@@H]1CN(C)C(=O)c1ccncc1	0.9
O=C(C[C@H]1CC[C@H]2[C@@H](COC[C@H](O)CN2S(=O)(=O)c2cccc(Cl)c2)O1)Nc1ccccc1	22
CC(C)NC(=O)Nc1ccc2c(c1)C(=O)N([C@H](C)CO)C[C@H](C)[C@@H](CN(C)Cc1ccncc1)O2	-2.5
C[C@H]1CN([C@@H](C)CO)C(=O)c2cccc(NC(=O)Nc3ccccc3)c2O[C@H]1CN(C)Cc1ccc(-c2ccccc2)cc1	-0.3
C[C@H]1CN([C@@H](C)CO)C(=O)c2cc(N(C)C)ccc2O[C@H]1CN(C)Cc1ccccc1	0.4
COc1cccc(-c2ccc3c(c2)O[C@@H](CN(C)C(C)=O)[C@H](C)CN([C@@H](C)CO)S3(=O)=O)c1	1.4
O=C(N[C@@H]1C=C[C@@H](CC(=O)N2CCc3ccccc3C2)O[C@@H]1CO)C1CC1	0.3
CCCC#Cc1ccc2c(c1)O[C@@H](CN(C)Cc1cccnc1)[C@@H](C)CN([C@@H](C)CO)S2(=O)=O	-3.7
O=C(C[C@@H]1C=C[C@H](NC(=O)c2ccc(F)cc2)[C@H](CO)O1)NCCc1ccccc1	-1.8
CCCNC(=O)N1[C@H](C#N)[C@@H](c2ccc(-c3cccnc3)cc2)[C@@H]1CO	-0.5
CO[C@@H]1CN(C)C(=O)c2ccc(NC(=O)C3CC3)cc2OC[C@@H](C)N(C(=O)c2cccnc2)C[C@@H]1C	-0.1
C[C@@H]1CN([C@H](C)CO)S(=O)(=O)c2ccc(-c3cncnc3)cc2O[C@@H]1CN(C)C(=O)Cc1ccccc1	-0.9
O=C(C[C@H]1CC[C@H](NC(=O)Nc2ccccc2)[C@@H](CO)O1)NCc1cccc(F)c1	-1.2
C[C@H]1CN([C@@H](C)CO)C(=O)c2cccc(NC(=O)C3CCCCC3)c2O[C@@H]1CN(C)Cc1ccc(C(=O)Nc2ccccc2N)cc1	0.0
CCCNC(=O)C[C@@H]1CC[C@@H]2[C@@H](COc3ccc(NC(=O)Cc4ccccc4)cc3C(=O)N2C)O1	-2.3
C[C@@H]1CN([C@@H](C)CO)C(=O)c2cc(NS(=O)(=O)c3cn(C)cn3)ccc2O[C@@H](C)CCCCO[C@H]1CN(C)S(=O)(=O)c1ccc(F)cc1	1.4
COc1ccc(S(=O)(=O)N(C)C[C@@H]2Oc3c(NC(=O)C4CC4)cccc3C(=O)N([C@H](C)CO)C[C@H]2C)cc1	0.3
C[C@@H]1CCCCO[C@H](CN(C)C(=O)CCC(F)(F)F)[C@H](C)CN([C@H](C)CO)C(=O)c2cc(N(C)C)ccc2O1	-3.4
CC(C)NC(=O)N(C)C[C@@H]1Oc2ccc(NC(=O)Nc3cccc4ccccc34)cc2CC(=O)N([C@@H](C)CO)C[C@H]1C	-1.1
C[C@H](CO)N1C[C@H](C)[C@@H](CN(C)Cc2ccc(Oc3ccccc3)cc2)Oc2ccc(NC(=O)CCC(F)(F)F)cc2CC1=O	-0.6
O=C(CN1CCOCC1)NCC[C@H]1CC[C@H](NC(=O)Cc2ccccn2)[C@H](CO)O1	-2.1
CCCNC(=O)N(C)C[C@@H]1Oc2ncc(-c3ccc(OC)cc3)cc2C(=O)N([C@H](C)CO)C[C@H]1C	1.4
C[C@H](CO)N1C[C@H](C)[C@H](CN(C)C)Oc2ccc(NS(=O)(=O)c3ccccc3)cc2CC1=O	-6.3
C[C@H]1CN([C@@H](C)CO)C(=O)c2cc(C#CC3(O)CCCC3)cnc2O[C@@H]1CN(C)C(=O)C1CCC1	1.5
COC(=O)C[C@@H]1CC[C@@H]2[C@H](COc3ccc(NC(=O)c4cccc(F)c4)cc3C(=O)N2C)O1	10.0
O=C(N[C@@H]1CC[C@@H](CCNS(=O)(=O)c2ccc(F)cc2)O[C@@H]1CO)C1CCCC1	2.7
O=C(NC[C@H]1N[C@H](CO)[C@@H]1c1ccc(C2=CCCCC2)cc1)c1ccccc1	2.7
CC=Cc1ccc2n(c1=O)C[C@@H]1[C@@H](CO)[C@H](C(=O)NCC)[C@H]2N1C(C)=O (mixture of isomers)	-1.1
COc1ccccc1CNC(=O)C[C@H]1CC[C@H]2[C@H](COc3ccc(NS(=O)(=O)c4ccc(C)cc4)cc3C(=O)N2C)O1	-1.0
C[C@@H]1CN([C@@H](C)CO)C(=O)c2cc(-c3ccccc3)cnc2O[C@@H]1CN(C)C	-1.4

Reprinted at random: seven compounds from above, in no set order.
SMILES	Mtb BioA inh
C[C@H]1CN([C@@H](C)CO)C(=O)c2cc(C#CC3(O)CCCC3)cnc2O[C@@H]1CN(C)C(=O)C1CCC1	1.5
O=C(CN1CCOCC1)NCC[C@H]1CC[C@H](NC(=O)Cc2ccccn2)[C@H](CO)O1	-2.1
O=C(N[C@@H]1CC[C@@H](CCNS(=O)(=O)c2ccc(F)cc2)O[C@@H]1CO)C1CCCC1	2.7
CCCNC(=O)N(C)C[C@@H]1Oc2ncc(-c3ccc(OC)cc3)cc2C(=O)N([C@H](C)CO)C[C@H]1C	1.4
COc1ccccc1CNC(=O)C[C@H]1CC[C@H]2[C@H](COc3ccc(NS(=O)(=O)c4ccc(C)cc4)cc3C(=O)N2C)O1	-1.0
C[C@@H]1CN([C@@H](C)CO)C(=O)c2cc(-c3ccccc3)cnc2O[C@@H]1CN(C)C	-1.4
C[C@H](CO)N1C[C@H](C)[C@H](CN(C)C)Oc2ccc(NS(=O)(=O)c3ccccc3)cc2CC1=O	-6.3

(list continues)
SMILES	Mtb BioA inh
CCCN1[C@@H]2c3ccc(-c4ccncc4)c(=O)n3C[C@@H]2[C@@H](CO)[C@@H]1C(=O)N1CCOCC1	-2.7
C[C@H](CO)N1C[C@H](C)[C@@H](CN(C)C(=O)c2ccccc2)Oc2ncc(C3=CCCC3)cc2C1=O	4.6
CCC(=O)Nc1ccc2c(c1)C(=O)N(C)C[C@H](OC)[C@H](C)CN(Cc1ccccc1F)[C@H](C)CO2	1.8
C[C@H](CO)N1C[C@H](C)[C@H](CN(C)C(=O)c2ccncc2)Oc2ncc(/C=C/c3ccccc3)cc2C1=O	1.0
C[C@H]1CN([C@@H](C)CO)S(=O)(=O)c2ccc(C#Cc3ccc(F)cc3)cc2O[C@H]1CN(C)CC1CC1	3.8
CCCNC(=O)N1C[C@@H]2[C@H](c3ccccc31)[C@@H](CO)N2C(=O)c1ccncc1	1.4
CN(C)C(=O)c1ccc(-c2ccc([C@H]3[C@@H](C#N)N(C(=O)C4CCCC4)[C@H]3CO)cc2)cc1	-1.8
CC(C)CC#Cc1cnc2c(c1)C(=O)N([C@H](C)CO)C[C@@H](C)[C@@H](CN(C)S(=O)(=O)c1ccccc1)O2	3.2
C[C@H]1CN([C@@H](C)CO)C(=O)c2cccc(NS(=O)(=O)c3cn(C)cn3)c2O[C@@H]1CN(C)S(=O)(=O)c1cccs1	-1.3
C[C@@H]1CCCCO[C@H](CN(C)S(=O)(=O)c2ccccc2)[C@@H](C)CN([C@@H](C)CO)C(=O)c2cc(NC(=O)Nc3ccc(F)cc3)ccc2O1	2.6
C[C@H]1CN([C@@H](C)CO)C(=O)Cc2cc(NC(=O)Nc3cccc4ccccc34)ccc2O[C@H]1CN(C)Cc1ccc2c(c1)OCO2	2.7

Screening data: PubChem BioAssay, Broad Institute
